Bioassay records: PubChem, National Center for Advancing Translational Sciences (NCATS)
ERG-DNA inh: ERG Ets/DNA interaction inhibition. fluorescence polarization, His-ERG Ets domain / labelled DNA. Potency, µM (series often up to 76.9 µM), without a hit: top-dose FP activity, negative = inhibition, hits mostly inhibitors. 370,000 tested, 0.028% active. AID 624246; active = well fitted inhibition curve with a large enough effect in the polarisation, with a control signal flat; inconclusive = small, poorly fitted or top-dose-only effect, or effect the other way, or a change in a side signal; inactive = no such curve, though single readings can be large or run the other way; the % refers to the polarisation;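 also: polarization taken with two DNA probes labelled with fluorescein and Texas red; % of control where 0% means no effect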
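His-tagged ERG Ets domain (1 uM in the protein solution; 300mM KCl, 50mM Tris-HCl, 1mM EDTA, 1mM DTT, pH 7.5) received compound, then a probe mix of 5 nM fluorescein-DNA and 100nM Texas-615-DNA. Fluorescence polarization was read for both dyes.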
GLS inh: inhibitors of human glutaminase (GLS); O94925; GLS enzymatic activity, qHTS titration; Potency, µM (top dose mostly 45.5 µM), inactives show at the top dose activity change, negative = inhibition, usual class: inhibitors; 410,000 tested, 0.21% active; also: % is scaled to controls: 0 for no effect and ±100 for the full control effect
Target sequence (O94925 whole entry, looked up): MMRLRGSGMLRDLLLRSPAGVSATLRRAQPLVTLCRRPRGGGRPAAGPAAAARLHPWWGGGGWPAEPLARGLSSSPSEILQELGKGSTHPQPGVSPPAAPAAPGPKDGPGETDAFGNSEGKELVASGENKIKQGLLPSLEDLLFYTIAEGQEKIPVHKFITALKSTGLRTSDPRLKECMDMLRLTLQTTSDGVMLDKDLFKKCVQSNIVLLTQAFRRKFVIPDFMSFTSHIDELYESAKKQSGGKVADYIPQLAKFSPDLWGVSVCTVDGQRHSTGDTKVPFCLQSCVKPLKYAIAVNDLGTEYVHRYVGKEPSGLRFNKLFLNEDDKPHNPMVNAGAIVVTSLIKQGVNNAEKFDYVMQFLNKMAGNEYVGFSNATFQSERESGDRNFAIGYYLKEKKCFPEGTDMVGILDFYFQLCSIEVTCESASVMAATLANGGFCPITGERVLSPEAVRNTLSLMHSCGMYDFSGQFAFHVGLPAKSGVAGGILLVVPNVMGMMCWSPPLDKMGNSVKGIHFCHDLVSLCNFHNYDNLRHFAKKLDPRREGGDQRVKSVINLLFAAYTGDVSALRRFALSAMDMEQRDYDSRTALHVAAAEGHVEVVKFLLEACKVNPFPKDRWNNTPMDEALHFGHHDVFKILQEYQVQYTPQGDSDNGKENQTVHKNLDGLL
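Compounds were pin-transferred onto hKGA, after which L-glutamine (1 mM solution) and a detection mix of glutamate oxidase, HRP and Amplex Red were added. Initial and 30 min RT fluorescence reads were collected.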
TrxR1 inh: rat TrxR1 inhibition; recombinant rTrxR1, NADPH fluorescence consumption, selenite substrate; 390,000 tested, 1% active; Potency, µM (series often up to 114 µM), inactives show at the highest dose activity change, negative = inhibition, usual class: inhibitors; O89049; also: % is scaled to controls: 0 for no effect and ±100 for the full control effect; nearly all actives have a fitted effect of over 65% in size
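Rat TrxR1 (90 nM in the dispensed reagent) was pre-reduced with 400 uM NADPH for 5 min at room temperature, then incubated with compound for 15 min. After 400 uM selenite was added, NADPH fluorescence (Ex 340/Em 450 nm) was followed for 8 min.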
JMJD2A Tudor inh: blocks the human JMJD2A Tudor domain; O75164; AlphaScreen JMJD2A-Tudor / H3K4me3 peptide binding; Potency, µM (series often up to 114 µM), without a hit: at the highest dose activity change, negative = inhibition, actives largely listed as inhibitors; 390,000 tested, 4.4% active; AID 504339; also: % is scaled to controls: 0 for no effect and ±100 for the full control effect; nearly all actives have a fitted effect of over 50% in size
Pin1 inhibitor: human Pin1 inhibition; Potency, µM (doses to about 115 µM), for the others: at the top dose activity, negative = inhibition, actives largely listed as inhibitors; AID 504891; Pin1 FP peptide displacement, HiFluor488, 10 min; 390,000 tested, 0.009% active; Q13526; active = well fitted inhibition curve with a large enough effect in the polarisation, with a control signal flat, not every such curve was filed as active; inconclusive = small, poorly fitted or top-dose-only effect, or effect the other way, or a change in a side signal; inactive = no such curve, though single readings can be large or run the other way; the % refers to the polarisation; also: % is scaled to controls: 0 for no effect and ±100 for the full control effect
RGS4 inhibitor: inhibitors of human regulator of G protein signaling 4; P49798; Transcreener GDP fluorescence polarization, RGS4-accelerated GTP hydrolysis; Potency, µM (top dose mostly 114 µM), inactives show at the highest dose activity change, negative = inhibition, actives largely listed as inhibitors; 390,000 tested, 0.039% active; also: % is scaled to controls: 0 for no effect and ±100 for the full control effect; nearly all actives have a fitted effect of over 75% in size; some results filed as inactive show a strong effect at the top dose
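MLSMR compounds (23 nl, pin-transferred) preincubated 10 min at room temperature with a 500nM (2x) first reagent, then RGS4 at 900nM (2x) plus Transcreener GDP mix added; fluorescence polarization (620/688 nm) read before and after 90 min at 30 °C.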
HP1b chromo inh: blocks HP1-beta chromodomain binding to methylated histone tails; P83916; AlphaScreen HP1-beta / biotin-H3K9me3 peptide binding; Potency, µM (highest dose often 114 µM), for the others: at the highest dose activity change, negative = inhibition, hits mostly inhibitors; 390,000 tested, 0.56% active; AID 540317; also: nearly all actives have a fitted effect of over 70% in size; inactives centre near 23
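AlphaScreen: HP1-beta (50 nM) preformed 30 min with biotin-H3(1-18)K9me3 peptide (50 nM) in PBS pH 7.4, 0.01% Tween-20. Compound added for 30 min at RT, then streptavidin donor/nickel chelate acceptor beads (10 ug/mL) for 30 min.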
PGK inhibitor: T. brucei PGK inhibition; Potency, µM (titrated, usually from 57.5 µM), inactives show at the top dose activity change, negative = inhibition, usual class: inhibitors; P07378; PGK/GAPDH coupled, Kinase-Glo luminescence, 60 min; 380,000 tested, 0.043% active; also: % is scaled to controls: 0 for no effect and ±100 for the full control effect; nearly all actives have a fitted effect of over 60% in size
Target sequence (P07378 whole entry, looked up): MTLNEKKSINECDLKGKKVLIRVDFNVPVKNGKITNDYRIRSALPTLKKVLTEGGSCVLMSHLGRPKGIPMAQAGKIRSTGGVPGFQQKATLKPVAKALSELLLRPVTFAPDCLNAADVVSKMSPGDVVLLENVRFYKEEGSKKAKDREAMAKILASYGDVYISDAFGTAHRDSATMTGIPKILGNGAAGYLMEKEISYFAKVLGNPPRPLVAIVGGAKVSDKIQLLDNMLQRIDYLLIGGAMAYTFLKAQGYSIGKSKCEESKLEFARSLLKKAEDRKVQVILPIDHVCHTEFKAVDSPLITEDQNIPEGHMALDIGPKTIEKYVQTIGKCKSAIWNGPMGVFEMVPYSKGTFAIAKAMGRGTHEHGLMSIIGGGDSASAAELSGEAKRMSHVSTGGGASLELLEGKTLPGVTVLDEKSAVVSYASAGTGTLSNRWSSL
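Recombinant glycosomal PGK reaction used 1,3-bisphosphoglycerate generated in-well by GAPDH (100nM final) in 100mM TEA pH 7.6, 5mM MgCl2, 0.01% Tween-20. After 60 minutes at room temperature, ATP was read by Kinase-Glo Plus luminescence end-point.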
ALOX12 inh: blocks human arachidonate 12S-lipoxygenase. AID 1671190. purified 12hLO, xylenol orange hydroperoxide absorbance. 580,000 tested, 1.1% active. P18054. Potency, µM (titrated, usually from 108 µM), for the others: top-dose activity change, negative = inhibition, usual class: inhibitors; also: % is scaled to controls: 0 for no effect and ±100 for the full control effect
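Hydroperoxide product was detected by ferrous iron/xylenol orange as the 573 to 405 nm absorbance ratio. Arachidonic acid at 40 uM (final) was turned over for 30 min at room temperature by 150 nM human 12hLO, pH 7.0 Hepes buffer, after 15 min compound preincubation.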
Numbers without * were called inactive; i = inactive; u = inconclusive; x = no result given; & = joins results of further samples; [ ] = another dose, or the depositor's remark. Unless noted, calls follow the shape of the dose curve; as a rule, active = well fitted curve in the direction sought with a large enough effect; inconclusive = small, poorly fitted or top-dose-only effect, or another doubt; inactive = no such curve, though single readings can be large; an effect the other way counts as inactive or inconclusive. Potency is read from the fitted curve at half-maximal effect. Only part of the results is shown; the hit share may differ from the screen's.

cpd	Structure	ERG-DNA inh	GLS inh	TrxR1 inh	JMJD2A Tudor inh	Pin1 inhibitor	RGS4 inhibitor	HP1b chromo inh	PGK inhibitor	ALOX12 inh
1	O=C(N/N=C/c1c(O)n(-c2ccc(Cl)cn2)c(=O)c2ccccc12)c1ccncc1	4.5%	-25.8%	-27.7%	-24.0%	u	-19.9%	39.0%[activator]	i	15.2%
2	CCc1ccc(CNC(=O)c2cnc3sc(N(CC)CC)nn3c2=O)cc1	-6.4%	-9.4%	22.0%[57.1 µM]	-11.3%	-8.8%	15.4%	-1.0%	3.6%	-25.8%
3	CC(=O)CC(=O)NC1C2CC3CC(C2)CC1C3 (configuration not stated)	-3.4%	8.8%	u	2.2%	-2.6%	12.5%	26.3%	-3.2%	0.0%
4	CCN(CC)CCCNC(=O)Cn1ccc2ccccc2c1=O	-13.4%	0.6%	4.8%[57.1 µM]	-4.5%	1.5%	14.1%	17.0%	3.7%	3.0%
5	Cn1cc(Br)c(NS(=O)(=O)c2ccc(Cl)s2)n1	11.6%	-0.7%	27.8%	-12.3%	-3.8%	24.0%	17.0%	i	u
6	Cc1oc(-c2ccccc2Cl)nc1Cn1c(SCc2cccc(F)c2)nc2cccnc21	0.8%	-2.3%	-1.3%	-34.0%	46.3%[activator]	-7.3%	25.0%	i	12.1%
7	Nc1nonc1-c1nc2ccccc2n1CC(=O)Nc1ccc(F)cc1	2.2%	-2.9%	10.8%	12.1%	12.3%	5.9%	37.8%	-8.5%	-23.9%
8	CCOC(=O)CN1C(=O)N[C@@H](c2ccc(Br)cc2)C(C(=O)OC)=C1C	-7.3%	7.0%	4.6%	-12.8%	-1.6%	4.3%	32.3%	2.4%	u
9	CCn1cc(C(=O)N2CCc3ccccc32)c(=O)c2cc(S(=O)(=O)N3CC(C)CC(C)C3)ccc21 (configuration not stated)	13.9%	-3.6%	-2.0%	-14.4%	7.4%	-8.3%	10.6%	-6.5%	-10.2%
10	CC(C)C(NC(=O)CCN1C(=O)c2ccccc2C1=O)c1ccccc1 (configuration not stated)	6.4%	81.1%[activator]	26.2%	-3.5%	-2.0%	23.1%	10.7%	-7.7%	u
11	O=C(CCCc1nc2ccccc2s1)Nc1ccccc1	-6.6%	-13.1%	7.0%	-6.2%	0.8%	-1.7%	56.5%[activator]	-7.1%	-11.5%
12	O=C(COc1ccc2ccccc2c1)Nc1ccc(S(=O)(=O)N2CCCCCC2)cc1	-1.9%	-11.7%	0.0%	2.8%	-1.5%	9.7%	21.6%	10.2%	-16.2%
13	Cc1c(Cl)cnc(NC(=O)COC(=O)CCS(=O)(=O)c2ccccc2)c1Cl	-8.8%	5.6%	-14.0%	-20.6%	-14.3%	-3.7%	42.1%[activator]	5.5%	-3.4%
14	COc1ccc(-c2cc(C(=O)Nc3ccccc3SC)no2)cc1	16.0%	u	5.1%	0.8%	3.3%	16.1%	11.4%	-1.7%	-10.3%
15	COC(=O)c1cc2occc2n1Cc1nc(-c2ccccc2C)oc1C	4.3%&14.6%	0.7%&0.5%	13.2%&26.5%	2.2%&-26.2%	21.0%&3.7%	-18.0%&12.1%	23.7%&20.9%	-1.6%	8.0%&-27.6%
16	Cc1occc1-c1nnc(-c2cc([N+](=O)[O-])cc([N+](=O)[O-])c2)o1	0.1%	1.5%	1.4%[57.1 µM]	-33.6%	u	9.6%	-4.7%	17.7%	-2.3%
17	Cc1c(C=NNc2ccccc2)[nH]c(=O)[nH]c1=O	x	-0.2%	-10.1%	0.0%	0.7%	-9.7%	41.7%[activator]	i	u
18	COc1cccc(C(=O)O/N=C(\N)c2ccc(C)cc2)c1	2.6%	5.6%	11.8%[57.1 µM]	41.3%[activator]	0.5%	9.6%	60.1%[activator]	0.9%	u
19	COc1ccccc1/C=C1\SC(=S)N(C(C(=O)O)c2ccccc2)C1=O (configuration not stated)	3.3%	25.9%	16.4%	2.9%[11.4 µM]	-9.2%	-3.5%[11.4 µM]	27.6%	-1.2%	u
20	CCOc1ccc(/C=C/C(=O)c2ccccc2)cc1OC	-7.0%	1.1%	u	-0.7%	0.5%	-27.7%	53.0%[activator]	-3.5%	-6.5%
21	FC(F)(Cl)c1nnc2ccc(Sc3ccccn3)nn12	3.7%	-2.7%	u	-0.7%	-4.0%	8.7%	41.3%[activator]	6.6%	1.1%
22	CCCC(=O)NC(c1ccccc1OC)c1ccc2cccnc2c1O (configuration not stated)	1.7%	-25.8%	9.9%[57.1 µM]	56.2µM*	-5.1%	-20.1%	-10.8%	1.5%	x
23	COc1c(/C=N/Nc2nc(N3CCCCC3)nc(N3CCCCC3)n2)cccc1[N+](=O)[O-]	-0.5%	3.5%	8.7%	u	-4.1%	-10.6%	-1.9%	x	-0.4%
24	COc1cccc(/C=C/c2nc(S(=O)(=O)c3ccccc3)c(N(C)C)o2)c1	-10.6%	-2.5%	u	-4.1%	-5.6%	u	26.0%	-3.4%	u

Some of these compounds in order of their number in JMJD2A Tudor inh, rising:
#	structure	JMJD2A Tudor inh
13	Cc1c(Cl)cnc(NC(=O)COC(=O)CCS(=O)(=O)c2ccccc2)c1Cl	-20.6%
21	FC(F)(Cl)c1nnc2ccc(Sc3ccccn3)nn12	-0.7%
17	Cc1c(C=NNc2ccccc2)[nH]c(=O)[nH]c1=O	0.0%
14	COc1ccc(-c2cc(C(=O)Nc3ccccc3SC)no2)cc1	0.8%

The main list resumes, starting two compounds before the break.
cpd	Structure	ERG-DNA inh	GLS inh	TrxR1 inh	JMJD2A Tudor inh	Pin1 inhibitor	RGS4 inhibitor	HP1b chromo inh	PGK inhibitor	ALOX12 inh
23	COc1c(/C=N/Nc2nc(N3CCCCC3)nc(N3CCCCC3)n2)cccc1[N+](=O)[O-]	-0.5%	3.5%	8.7%	u	-4.1%	-10.6%	-1.9%	x	-0.4%
24	COc1cccc(/C=C/c2nc(S(=O)(=O)c3ccccc3)c(N(C)C)o2)c1	-10.6%	-2.5%	u	-4.1%	-5.6%	u	26.0%	-3.4%	u
25	CCCCNC(=O)C(=O)NCc1ccncc1	-9.3%	-1.6%	-11.2%	-6.8%	1.2%	10.7%	43.7%[activator]	i	-4.4%
26	CCN(Cc1ccccc1)C(=O)c1cccnc1	4.7%	-2.0%	29.9%	0.0%	-0.2%	-28.6%	55.1%[activator]	-6.1%	3.4%
27	Cc1c(CN(C)C)c2c(n1Cc1ccccc1)C(=O)c1ccc(Br)cc1-2	0.6%	-6.0%	19.1%	39.8µM*	-5.4%	-41.0%	u	-1.0%	-24.0%
28	NNC(=O)c1ccccc1OCCOc1ccccc1	17.9%	-4.7%	24.4%	3.0%	1.4%	-16.2%	43.9%[activator]	-3.2%	4.4%
29	Cc1cnc(C(=O)NCCc2ccc(C(F)(F)F)cc2)cn1	-8.4%	9.9%	10.0%	-12.7%	-0.1%	-19.6%	35.1%	-3.0%	0.1%
30	Cc1ccccc1-c1nn(-c2ccc(F)cc2F)cc1CNC1CC1	-9.0%	2.5%	0.9%[57.1 µM]	-10.3%	-11.6%	25.0%	3.5%	-9.7%	-6.8%
31	O=C(NCCc1c[nH]c2ccccc12)/C(=C\c1cccnc1)NC(=O)c1ccco1	-3.9%	-8.2%	-9.7%	-8.5%	u	6.6%	19.2%	6.2%	-18.3%
32	CN(C)S(=O)(=O)c1ccc(Cl)c(NC(=O)CN2C(=O)NC3(CCCC3)C2=O)c1	10.7%	-11.7%	8.8%	-4.1%	-3.3%	6.7%	18.7%	i	11.1%
33	CSC1=N/C(=C/c2cccnc2)C(=O)N1Cc1ccccc1	-4.9%	0.0%	11.0%[57.1 µM]	1.4%	2.2%	-15.2%	52.4%[activator]	-0.6%	252.7%[activator]
34	COc1ccccc1CNC(=O)Cc1csc2nc(-c3ccc(Cl)cc3)cn12	-0.7%	-13.4%	8.5%[57.1 µM]	-5.4%	1.6%	26.1%	7.6%[57 µM]	1.8%	u
35	O=C(NCCN1CCOCC1)c1cc(-c2ccccc2Cl)on1	-4.9%	2.1%	11.2%	-8.3%	-2.8%	4.7%	13.0%	2.1%	-11.6%
36	Cc1cc(C)c[n+](C(C)C(=O)c2ccc(Cl)cc2)c1 (configuration not stated)	-1.9%	-2.6%	-6.7%[57.1 µM]	-2.1%	-0.3%	4.4%	37.8%	0.3%	0.0%
37	CN(C)/C=N/c1nc(-c2ccc3ccccc3c2)cs1	-0.6%	7.3%	-2.5%	u	-1.6%	-18.6%	-20.1%	i	-20.9%
38	COc1ccc(C2C=C(c3ccc(F)cc3)NC(=S)N2)cc1OC (configuration not stated)	-0.4%	-18.2%	4.1%	-29.7%	-0.3%	-44.5%	u	x	u
39	Cc1cc(C(=O)NNS(=O)(=O)c2cccc(Cl)c2)nn1C(C)(C)C	3.0%	5.0%	3.5%	1.0%	-5.9%	5.4%	25.7%	-7.6%	4.0%
40	COc1ccc(NC(=O)c2cnn(-c3ccccc3)c2C)c(OC)c1	2.1%	-5.3%	22.4%	-4.8%	-10.8%	-3.4%	31.8%	-2.0%	-21.8%
41	CCOC(=O)[C@H]1[C@H]2COc3ccc(Br)cc3[C@H]2N2C(=O)CNC(=O)[C@@]12C	-1.5%	-4.3%	-7.8%[57.1 µM]	-14.5%	-10.7%	1.2%	48.0%[activator]	2.6%	2.4%
